Screening results as filed in PubChem BioAssay.
Autophagy mod: alters autophagy in cells. MEF GFP-LC3 puncta imaging; test concentration mostly 10 µM. calls only at 10 µM (by protocol). 0.98% of 190,000 active. AID 463193;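 active means percentage of spot-positive cells more than 3 SD above its plate mean, without a fluorescence outlier flag or 80% toxicity; inconclusive means no clear call, values can overlap the other calls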;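 further: spot-positive cell cutoff set from DMSO-treated cells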
WT yeast gro inh: growth inhibition of WT yeast, mitochondrial fusion screen | 2.1% of 190,000 active | inhibition, % at 10 µM | mitochondrial fusion phenotypic screen, WT strain; in the data active means inhibition above about 58%; tested in S. cerevisiae
b-catenin transl: modulators of beta-catenin nuclear translocation; HeLa beta-catenin nuclear translocation, immunofluorescence imaging; nuclear translocation activity, % at 5 µM; 0.3% of 190,000 active;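 active means nuclear translocation activity above 50% at 5 µM, with a well cell count of 50 or more; inconclusive means wells under 50 cells across six images, flagged as toxic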;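 further: per-cell ratio of nuclear to cytoplasmic median beta-catenin stain intensity; plate controls were DMSO negative control for no effect and GSK-3 inhibitor IX positive control for full effect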
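Test system: human HeLa cell line; Doses: 5 µM primary, 0.02–20 µM confirmation; Incubation: 24 h compound exposure, 37°C; Detection: beta-catenin immunofluorescence imaging with DAPI; Read-out: beta-catenin nuclear/cytoplasmic ratio, % activation.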
Hep lipid drop: hepatic lipid droplet formation modulation; AML12 mouse hepatocytes, oleate lipid droplets, BODIPY imaging; inhibition, % at 6.5 µM; 0.4% of 240,000 active;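 active means lipid droplet intensity inhibited by at least 50%, with more than 500 cells counted; inconclusive means wells with under 300 cells, treated as cytotoxic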
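Material – AML12 mouse liver cells · Also added – oleate loading, 100 µM · Compound dosing – 6.5 µM single-point dosing · Times – overnight treatment with compound plus oleate · Measured by – fluorescence imaging, 20x objective, two fields per well · Read-out – percent inhibition of filter-corrected integrated lipid droplet intensity per well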
Insulin prom up: MIN6 insulin promoter up-regulation; MIN6 insulin promoter-GFP reporter, high-content imaging; stronger effect = higher value; z-score at 5 µM; 0.3% of 190,000 active; AID 1625;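 active means z-score above 3 at 5 µM with at least 500 cells counted in the well; inconclusive means wells under 500 cells, flagged as cytotoxic or low count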
MT stabilizer: microtubule stabilizers in HeLa cells | 0.83% of 200,000 active | HeLa tubulin immunostaining HCS, 24 h; share of cells brighter than vehicle mean+2SD | AID 2205 | % tubulin-high responders, % at 10 µM;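 active means plate Z-score above 3 for both tubulin-high and condensed-nucleus cell shares, with cell loss under 80%, at 10 µM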;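 further: anti alpha tubulin signal scored within the nucleus-defined area of each cell; some results filed as inactive read as strong as hits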
T cell HTS: modulates CD8 T cell binding to vesicles; 0.068% of 330,000 active; AID 2052; 2C CD8+ T cell-vesicle binding, flow cytometry; stronger effect = lower value; calls only at 7 µM;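 active means response, share of CD8 T cells binding vesicles, and their 90th percentile fluorescence all below set limits, cut at about 80% in these data, passing the limit was not always enough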
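Assay system – 2C mouse CD8+ T cells · Also added – QL9-loaded Drosophila micro-vesicles · Timing – Cell–vesicle co-incubation 1.5 h at 37 °C, staining 20 min on ice · Signal – flow cytometry of vesicle-bound cells · Measure – percent CD8+ FL2 mean versus row control · Controls – Peptide-free naked vesicles (low) and QL9 vesicles with 0.7% DMSO vehicle (high)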
Myeloid diff 2: compounds promoting myeloid differentiation. ER-HoxA9 myeloid progenitors, lysozyme-GFP differentiation, flow cytometry. calls only at 10 µM. 1% of 360,000 active;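 active means normalized GFP-positive differentiation at or above the plate's own cutoff, the solvent-only control mean plus 3 SD; inconclusive means no clear call, values can overlap the other calls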;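 further: cells exposed to compound for four days before flow analysis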
West Nile antiviral: West Nile virus antiviral activity, cell-based, CPE readout (AID 1621); West Nile virus-infected cells, CPE inhibition; higher % means a stronger effect; CPE inhibition, % at 10 µM; hits with a dose series show IC50 in µM; 0.02% of 290,000 active; in the data active means a potency from the dose series; inconclusive means CPE inhibition mostly from about 3.7% at the one dose, without a potency; inactive means the rest, 99 in 100 with CPE inhibition below about 2.2%; further: strong numbers were not always called active
WT yeast gro inh mutant strain: further read-out of WT yeast gro inh, marked with its call; inhibition, %; mitochondrial fusion phenotypic screen, mutant strain inhibition
Insulin prom up cell count: recorded beside Insulin prom up, whose call it bears; cell count; measured here: cytotoxicity, nuclei count;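 total cells summed across four imaged fields per well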
Hep lipid drop cells 6.5 µM: also measured in Hep lipid drop; calls as there; cell count; measured here: cell count, cytotoxicity flag;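 cells counted across two imaged fields per well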
b-catenin transl cell count 5 µM: also measured in b-catenin transl; calls as there; cell count; measured here: cell count, cytotoxicity flag
T cell HTS vesicle-bound %: recorded beside T cell HTS, whose call it bears; double positive events, %; measured here: CD8+ vesicle-bound cell fraction;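 binding gate set so that unloaded-vesicle control wells show 10% double positive cells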
MT stabilizer Hoechst-high %: second read-out of MT stabilizer, no call of its own (marks repeat the call); % Hoechst-high responders; measured here: nuclear condensation Hoechst responders;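 share of cells brighter than vehicle mean plus two SD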
MT stabilizer cytotoxicity %: also measured in MT stabilizer; calls as there; toxicity, %; measured here: cytotoxicity by cell density;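 0% = mean cell density of plate MIN control wells and 100% = no cells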
Autophagy mod cell loss 18 h: recorded beside Autophagy mod, whose call it bears; toxicity, %; measured here: cell loss, nuclei count;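 cell loss after 18 h compound exposure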
Myeloid diff 2 GFP+ MAC1+ %: also measured in Myeloid diff 2; calls as there; GFP+ MAC1+ double positive, %; measured here: differentiation confirmed by MAC1 staining
* marks the source's active call; other numbers are inactive results; i = inactive; u = inconclusive; x = no result given.

SMILES	Autophagy mod	Autophagy mod cell loss 18 h	WT yeast gro inh	WT yeast gro inh mutant strain	b-catenin transl	b-catenin transl cell count 5 µM	Hep lipid drop	Hep lipid drop cells 6.5 µM	Insulin prom up	Insulin prom up cell count	MT stabilizer	MT stabilizer Hoechst-high %	MT stabilizer cytotoxicity %	T cell HTS	T cell HTS vesicle-bound %	Myeloid diff 2	Myeloid diff 2 GFP+ MAC1+ %	West Nile antiviral
Cc1ccccc1NC(=S)NCC1CCC(CNC(=S)Nc2ccccc2C)CC1 (stereo unspecified)	x	x	x	x	-0.2	1323	-3	751	-1.3	772	x	x	x	i	46	i	1.1	0.2%
CCOc1ccc(S(=O)(=O)NCCC(=O)N2CCCN(C)CC2)cc1	x	x	x	x	x	x	0	842	x	x	x	x	x	i	15	i	0.6	0.2%
Cn1nccc1NC(=O)Nc1ccc(OC(F)(F)F)cc1	x	x	x	x	0.7	1279	3	684	-2	1011	x	x	x	i	41	i	0.3	-0.3%
CC(=O)Nc1ccc(S(=O)(=O)N(C)c2ccc(OCC(=O)OCC(=O)NCc3ccco3)cc2)cc1	x	x	x	x	-0.4	1352	10	716	-0.34	1146	x	x	x	i	57	i	0.2	0.3%
O=C(Nc1cccn(Cc2c(Cl)cccc2Cl)c1=O)c1c(Cl)cccc1Cl	i	4	15	2	-0.9	1369	x	x	-0.1	1539	1.8	1.3	4.3	i	25	i	1.1	0.2%
CCOc1nc(-c2ccccc2)ccc1-c1noc(-c2ccncc2)n1	i	-5	5	-17	-4.2	1065	15	724	1.6	873	9.4	2.4	7.0	i	32	i	2.0	0.1%
CCOC(=O)/C(C#N)=C1/C=Nc2ccccc2N1	i	15	11	0	-3.0	1199	0	776	0.54	1340	6.2	1.8	2.6	i	32	i	0.7	-0.7%
NC(=O)c1ccsc1NC(=O)c1ccc(N2CCCC2=O)cc1	i	-1	15	23	0.4	1050	13	707	0.24	1222	5.4	3.0	7.2	i	33	i	0.0	1.0%
O=C(NCc1ccccc1)C(=O)NCC1OCCN1C(=O)c1ccc(Cl)cc1 (stereo unspecified)	i	-6	4	-7	-1.3	1113	-17	676	1.4	1244	2.3	3.0	7.1	i	23	i	0.6	-0.2%
CCOC(=O)c1cn[nH]c1N	i	5	4	-13	0.4	658	x	x	-0.12	918	4.2	3.1	8.6	i	58	i	0.5	0.0%
COc1ccccc1N=c1oc2cc(O)ccc2cc1C(N)=O	i	4	11	23	-2.9	951	x	x	-0.78	1497	2.8	2.2	3.2	i	8	i	0.7	2.4%
O=S(=O)(c1cccc(NC(=S)N2CCN(c3ccc(F)cc3)CC2)c1)C(F)F	i	4	28	11	-1.5	1038	-6	639	-0.17	1347	2.2	2.9	7.7	i	57	i	0.2	-0.8%
O=C(COc1cccc2ccccc12)NNC(=O)CSCCO	i	14	-9	-12	2.6	520	11	640	0.11	1122	3.7	3.0	7.0	i	27	i	0.4	0.2%
S=C(Nc1ccc(Cl)c(Cl)c1)N1CCCC1	x	x	x	x	x	x	-3	804	x	x	x	x	x	i	54	i	0.2	-0.1%
COc1ccccc1C(=O)NCCc1nc2ccccc2n1C	x	x	2	-7	-6.3	943	x	x	-1.1	1504	x	x	x	i	46	i	0.9	0.3%
O=C(NN1CCN(Cc2ccccc2)CC1)c1ccc(Cl)cc1	i	-13	3	-11	-2.0	1106	-8	695	0.42	1236	0.9	1.5	2.8	i	26	i	0.5	-0.8%
COC(=O)c1sc2nc(SCc3cccc(F)c3)n(N)c(=O)c2c1C	i	38	4	16	-2.1	536	-2	620	0.86	1374	2.9	2.7	8.3	i	42	i	0.5	-0.6%
Cc1ccn2cc(-c3cccc(NC(=O)c4ccccc4)c3)nc2c1	i	4	3	1	3.2	493	-40	611	0.76	1241	3.2	5.0	3.5	i	37	i	0.3	-0.3%
Cn1c(=O)c2cc(NC(=O)c3ccccc3Cl)c(=O)oc2n(C)c1=O	i	9	9	5	x	x	x	x	x	x	4.6	2.2	8.0	i	12	i	1.1	-0.7%
CSCC[C@H](NC(=O)OCc1ccccc1)C(=O)O	i	-3	-3	-37	0.3	1130	1	713	x	x	1.5	1.2	7.9	i	53	i	1.5	0.3%
COC(=O)c1ccccc1NC(=O)CN1C(=O)c2ccccc2S1(=O)=O	i	7	-2	9	0.9	978	2	742	1.1	1213	0.8	1.9	3.7	i	9	i	1.2	0.2%
O=C(CCN1CCc2ccccc2C1)Nc1ccccc1	i	-1	7	2	-0.7	1190	x	x	0.67	1105	7.8	2.6	5.7	i	x	i	0.4	-0.5%
CCOC(=O)c1sc(SC)nc1N	i	-1	4	13	-1.6	1030	24	688	-0.36	1453	5.2	1.7	12	i	8	i	0.0	0.1%
CCOC(=O)CN(C(=O)CSc1nnc(CNc2ccc(C)cc2C)o1)c1ccccc1	i	-8	-9	0	-1.0	1176	x	x	-0.4	1078	3.5	1.6	8.1	i	51	i	2.9	-0.6%
Cc1ccc(C(=O)NCCNC(=O)c2cccnc2)cc1	x	x	x	x	x	x	48	831	x	x	x	x	x	i	18	i	0.7	-0.1%
COc1ccc(NC(=O)CCC(=O)OCc2ccc(C(=O)Oc3ccc(Cl)cc3)cc2)cc1	i	26	6	-12	-0.6	1393	x	x	-0.08	1512	3.2	2.3	5.8	i	35	i	0.9	0.4%
Cc1ccccc1C(=O)NC1CC2CCCC(C1)N2Cc1ccc(Cl)cc1 (stereo unspecified)	x	x	x	x	x	x	0	767	x	x	x	x	x	i	58	i	0.3	-1.3%
COc1ccc(Cl)cc1NC(=O)Cn1nnc(C(=O)NCCc2ccc(OC)c(OC)c2)c1N	x	x	x	x	x	x	-5	726	x	x	x	x	x	i	32	u	x	2.0%
CC1(C)CC(=O)C(C=NCCN2CCN(C3CC(=O)N(c4ccc(Br)cc4)C3=O)CC2)=C(O)C1 (stereo unspecified)	i	26	-5	4	-0.7	1013	-7	736	x	x	6.1	1.5	3.9	i	50	i	0.3	0.6%
CC(Sc1n[nH]c(N)n1)C(=O)C12CC3CC(CC(C3)C1)C2 (stereo unspecified)	i	-9	-8	5	x	x	15	783	0.25	867	2.3	1.3	7.5	i	51	i	0.9	0.2%
O=C(c1n[nH]c2ccccc12)N1CCOCC1	i	-5	4	25	2.8	1070	-3	656	0.31	1610	3.9	1.9	8.7	i	25	i	0.4	0.7%
CC(=O)Nc1ccc(NC(=O)c2c([N+](=O)[O-])c(C(C)(C)C)nn2C)cc1	x	x	x	x	-0.7	1311	-1	723	0	1164	x	x	x	i	5	i	0.2	0.1%
Cc1c(C(=O)Nc2ccncc2)oc2ccccc12	i	-3	-8	-18	-0.7	1186	x	x	-1.9	902	2.3	1.6	7.5	i	18	i	0.9	-1.2%
Cc1cc(NC(=O)C2CCCCC2)ncc1NC(=O)c1ccccn1	i	-4	-6	-24	0.5	1551	18	720	-0.89	1423	3.2	1.1	7.7	i	56	i	0.5	0.1%
COCCNC(=O)C(c1ccc(C)cc1)N(CCOC)C(=O)CCC(=O)Nc1ccccn1 (stereo unspecified)	x	x	x	x	x	x	-1	804	x	x	x	x	x	i	9	i	5.4	0.2%
CNC(=S)NC1CC2CCCC(C1)N2Cc1ccccc1OC (stereo unspecified)	x	x	x	x	x	x	-6	861	x	x	x	x	x	i	51	i	1.3	-0.8%
COc1cc(-c2nnc(CSc3nnc4nc(C)cc(C)n34)o2)cc(OC)c1OC	i	5	-1	6	2.1	1103	6	853	0.5	1088	3.8	2.8	4.4	i	36	i	0.6	0.3%
Cc1cc(C(=O)Nc2ccc(Br)cc2)c2ccccc2n1	x	x	x	x	x	x	-13	824	x	x	x	x	x	i	61	i	0.1	-0.1%
CCCCN(CC)S(=O)(=O)c1ccc(C(=O)Nc2nnc(-c3ccccc3Cl)o2)cc1	i	3	16	-3	x	x	15	757	0.14	889	3.1	1.3	4.5	i	51	i	0.6	u
C=CC(=O)NC(C)(C)CCN1CCOCC1	i	28	-14	-1	0.8	958	-14	646	0.18	1654	1.4	1.2	4.0	i	13	i	0.1	0.7%
C=C(C)c1cccc(C(C)(C)NC(=O)Nn2cnnc2)c1	i	-15	6	11	-2.8	1117	x	x	0.18	1121	6.3	2.3	14	i	4	i	7.4	0.0%
Cc1ccc(NS(=O)(=O)c2cccc(C(=O)N/N=C/c3ccc4c(c3)OCCO4)c2)c(C)c1	i	3	-5	13	1.4	911	5	622	0.99	1303	1.4	2.1	7.3	i	35	i	0.5	-0.4%

Whole records, quoted from the list.
O=C(Nc1cccn(Cc2c(Cl)cccc2Cl)c1=O)c1c(Cl)cccc1Cl across the screens: Autophagy mod = i; Autophagy mod cell loss 18 h = 4; WT yeast gro inh = 15; WT yeast gro inh mutant strain = 2; b-catenin transl = -0.9; b-catenin transl cell count 5 µM = 1369; Hep lipid drop = x; Hep lipid drop cells 6.5 µM = x; Insulin prom up = -0.1; Insulin prom up cell count = 1539; MT stabilizer = 1.8; MT stabilizer Hoechst-high % = 1.3; MT stabilizer cytotoxicity % = 4.3; T cell HTS = i; T cell HTS vesicle-bound % = 25; Myeloid diff 2 = i; Myeloid diff 2 GFP+ MAC1+ % = 1.1; West Nile antiviral = 0.2%
Cc1cc(NC(=O)C2CCCCC2)ncc1NC(=O)c1ccccn1 across the screens: Autophagy mod = i; Autophagy mod cell loss 18 h = -4; WT yeast gro inh = -6; WT yeast gro inh mutant strain = -24; b-catenin transl = 0.5; b-catenin transl cell count 5 µM = 1551; Hep lipid drop = 18; Hep lipid drop cells 6.5 µM = 720; Insulin prom up = -0.89; Insulin prom up cell count = 1423; MT stabilizer = 3.2; MT stabilizer Hoechst-high % = 1.1; MT stabilizer cytotoxicity % = 7.7; T cell HTS = i; T cell HTS vesicle-bound % = 56; Myeloid diff 2 = i; Myeloid diff 2 GFP+ MAC1+ % = 0.5; West Nile antiviral = 0.1%
